Tb PYK inh = qHTS of Trypanosoma Brucei Inhibitors; pyruvate kinase (Trypanosoma brucei), Q57TT1; TbPYK enzyme, Kinase-Glo Plus ATP luminescence, 45 min; Potency, µM (doses to about 76.8 µM), inactives show at the top dose activity, negative = inhibition, hits mostly inhibitors; actives 0.12% (n = 410,000); AID 624173, 2012; further: potency means the concentration at half of the fitted maximal effect; nearly all actives have a fitted effect of over 50% in size
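Quantitative HTS: titrated library compounds versus trypanosomal pyruvate kinase in TEA buffer (pH 7.2) containing KCl, MgCl2, BSA and Tween-20. Reactions were initiated with ADP, 130 uM final. Kinase-Glo Plus luminescence was read after 45 min at RT.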
LmPK inh = qHTS Assay for Inhibitors of Leishmania Mexicana Pyruvate Kinase (LmPK); Q27686; Potency, µM (highest dose often 57.5 µM), for the others: top-dose activity change, negative = inhibition, hits mostly inhibitors; actives 0.37% (n = 290,000); purified LmPK, Kinase-Glo ATP luminescence, 1 h; further: potency means the concentration at half of the fitted maximal effect
Target sequence (Q27686 whole entry, looked up): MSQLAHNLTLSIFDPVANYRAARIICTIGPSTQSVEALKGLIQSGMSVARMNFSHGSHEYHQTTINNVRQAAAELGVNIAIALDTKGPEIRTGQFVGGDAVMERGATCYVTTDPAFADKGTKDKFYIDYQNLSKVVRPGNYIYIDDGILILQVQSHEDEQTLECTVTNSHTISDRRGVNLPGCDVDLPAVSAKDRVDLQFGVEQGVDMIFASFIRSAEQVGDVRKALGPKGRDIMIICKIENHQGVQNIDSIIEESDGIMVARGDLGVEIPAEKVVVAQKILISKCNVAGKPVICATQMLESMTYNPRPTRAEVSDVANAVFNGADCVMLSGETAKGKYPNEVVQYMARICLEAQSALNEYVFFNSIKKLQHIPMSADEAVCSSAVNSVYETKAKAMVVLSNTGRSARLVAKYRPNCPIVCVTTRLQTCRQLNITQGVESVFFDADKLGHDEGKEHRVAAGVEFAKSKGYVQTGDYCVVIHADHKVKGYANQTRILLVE
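Purified LmPK (0.1 nM) converted ADP (0.1 mM) to ATP with PEP (0.5 mM) in imidazole buffer pH 7.2 with KCl and MgCl2, 1 h at room temperature. ATP was read by Kinase-Glo luminescence; data normalized to uninhibited and no-enzyme controls.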
AmpC inh detg = qHTS Inhibitors of AmpC Beta-Lactamase (assay with detergent); Potency, µM (titrated, usually from 114 µM), inactives show top-dose activity change, negative = inhibition, actives largely listed as inhibitors; P00811; actives 0.041% (n = 370,000); AID 485294, 2010; AmpC hydrolysis of nitrocefin, absorbance 480 nm, 0.01% Triton;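 further: potency means the concentration at half of the fitted maximal effect; 0% = no-compound wells and -100% = no-enzyme wells; nearly all actives have a fitted effect of over 25% in size; some results filed as inactive show a strong effect at the top dose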
Target sequence (P00811 whole entry, looked up): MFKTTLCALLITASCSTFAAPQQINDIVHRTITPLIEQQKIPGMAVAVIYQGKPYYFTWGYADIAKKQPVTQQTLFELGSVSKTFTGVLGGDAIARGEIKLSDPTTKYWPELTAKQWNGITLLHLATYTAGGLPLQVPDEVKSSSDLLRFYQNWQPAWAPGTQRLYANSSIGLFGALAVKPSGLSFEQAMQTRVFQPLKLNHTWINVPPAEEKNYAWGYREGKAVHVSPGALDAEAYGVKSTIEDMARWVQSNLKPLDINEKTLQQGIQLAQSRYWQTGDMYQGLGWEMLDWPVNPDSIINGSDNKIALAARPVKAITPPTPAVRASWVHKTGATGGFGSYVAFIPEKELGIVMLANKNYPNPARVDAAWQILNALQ
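AmpC (5.3 nM in the dispensed reagent) in 20 mM phosphate pH 7.0 with 0.01% (detergent screen) or 0.0001% Triton X-100 was preincubated with compounds for 15 min at room temperature. Nitrocefin was then added from an 800 uM solution, and hydrolysis was followed at 480 nm.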
AmpC inh no detg = qHTS Inhibitors of AmpC Beta-Lactamase (assay without detergent). actives 0.52% (n = 330,000). P00811. AmpC nitrocefin hydrolysis, absorbance 480 nm, 0.0001% Triton. Potency, µM (highest dose often 57.1 µM), inactives show at the highest dose activity change, negative = inhibition, usual class: inhibitors;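 further: potency means the concentration at half of the fitted maximal effect; plate controls were no compound for no effect and no enzyme for full effect; nearly all actives have a fitted effect of over 20% in size; some results filed as inactive show a strong effect at the top dose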
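20 mM phosphate pH 7.0 + 0.01% (detergent screen) or 0.0001% Triton X-100; 5.3 nM AmpC reagent; cpd preinc 15 min RT; nitrocefin (800 uM stock) to start; A480 q20 s × 4 min; Activity was normalised to no-enzyme and no-compound control wells.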
AMA1 RON2 block = qHTS for Inhibitors of AMA1-RON; Towards Development of Antimalarial Drug Lead: Primary Screen; Plasmodium falciparum AMA1 (3D7) - RON2 peptide interaction; AlphaScreen AMA1-biotinylated RON2 peptide binding; Potency, µM (doses to about 58.2 µM), inactives show at the top dose activity change, negative = inhibition, most hits filed as inhibitors; actives 0.2% (n = 360,000); AID 720542, 2013;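 further: potency means the concentration at half of the fitted maximal effect; 0% = vehicle wells and -100% = peptide control; nearly all actives have a fitted effect of over 45% in size; some results filed as inactive show a strong effect at the top dose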
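AMA1 (3D7) with his tag at 25 nM final met compounds first, then biotinylated RON2 peptide at 25 nM; detection used donor plus acceptor beads, 10 µg/mL apiece, read by AlphaScreen after 30 min at room temperature.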
HCMV inh = qHTS Assay for inhibitors of the human cytomegalovirus (HCMV) | HFF cells, HCMV-luciferase reporter, 72 h; stronger effect = lower value | activity change, negative = inhibition, % at 57.5 µM | actives 4.5% (n = 410,000) | AID 1259415, 2018; in the data active means activity change below about -60%; inconclusive means no clear call, values can overlap the other calls; inactive means above about -39%
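Luciferase read-out from HCMV-luciferase-infected HFFs (MOI 1 PFU/cell) 72 h post infection at 37C; compounds added after 16 h cell attachment; activity normalized between buffer-only basal and Salinomycin (10uM) inhibitor controls.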
HCV inhibitor = qHTS Assay for Inhibitors of Hepatitis C Virus (HCV); Huh7.5.1 HCVcc-Cre infection, luciferase reporter, 44 h; Potency, µM (series often up to 41.8 µM), for the others: at the top dose activity change, negative = inhibition, most hits filed as inhibitors; actives 3.4% (n = 340,000); further: potency means the concentration at half of the fitted maximal effect
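After 44 h co-culture of compound, cells and HCVcc-Cre (~0.5 moi), substrate is added for 15 min at room temperature and luciferase measured over 15 sec. Cells were seeded at 1,000/well and pre-cultured 4 h.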
Starred values were filed as active, the others as inactive; ? = inconclusive; / = not tested or not shown; [ ] = dose if it differs, or a comment. Unless noted, the call rests on the fitted dose curve; in most records, active means well fitted curve in the direction sought with a large enough effect; inconclusive means small, poorly fitted or top-dose-only effect, or another doubt; inactive means no such curve, though single readings can be large; an effect the other way counts as inactive or inconclusive. Unless noted, on the % scale 0 is the no-effect control and ±100 the full control effect.

Second line of a record – Tb PYK inh, LmPK inh, AmpC inh detg, AmpC inh no detg, AMA1 RON2 block, HCMV inh, HCV inhibitor
CS(=O)(=O)N1CCN(C(=O)c2ccccc2F)CC1
    -5%, 2%, -7%, -10%, 0%, 32, -1%
COc1cccc(Nc2c([N+](=O)[O-])cncc2[N+](=O)[O-])c1
    4%, 7%, -7%, -18%, 16%, 4, -6%
Cc1ccc(OC(=O)c2cccc(S(=O)(=O)N3CCCC3)c2)c(-n2nc3ccccc3n2)c1
    -3%, 0%, -4%, -16%, -1%, -36, 1%
CC(C)Cn1cc(NC(=O)N2CCN(c3ccccc3F)CC2)c2ccccc2c1=O
    0%, /, 2%, /, /, -15, /
O=C(COc1ccccc1F)OCC(=O)N1CCc2ccccc21
    5%, /, -15%, -27%, -6%, -10, 7%
CN(C)CCOc1ccc(Cl)cc1C(C)(C)C
    -7%, 6%, -9%, 5%, ?, -9, 2%
COc1ccc2c(c1)c1c(c(=O)n(-c3ccc(F)c(Cl)c3)c(=O)n1Cc1ccccc1C)n2C
    -7%, /, -2%, /, /, 1, /
COc1cc(CCC(=O)Nc2ccc(S(=O)(=O)NC3=NCCCCC3)cc2)cc(OC)c1OC
    1%, 0%, -11%, -9%, 2%, 69, -17%
CCCN1CCN(CC2=C(C(=O)OCC)C(c3ccc(OC(C)C)cc3)NC(=O)N2)CC1 (stereo not drawn)
    -2%, /, 3%, /, /, -9, /
NS(=O)(=O)c1ccc(NC(=O)Cc2c(F)cccc2Cl)cc1
    -3%, 5%, -4%, -13%, 5%, -30, 8%
CCCCC(=O)Nc1nc(C)c(-c2csc(Nc3cc(OC)ccc3OC)n2)s1
    13%, 12%, -2%, -32%, -7%, -33, 10µM*
COc1ccc(CC(=O)Nc2cc(S(=O)(=O)N3CCCCC3)ccc2N2CCN(C)CC2)cc1
    0%, -1%, -3%, 217%[activator], 6%, -39, -20%
CCOC(=O)c1sc(NC(=O)C2CC(=O)N(c3ccc(OC)cc3)C2)nc1C (stereo not drawn)
    3%, -4%, 2%, 95%[activator], 1%, 16, -13%
CC(=O)NC(c1ccc(F)c(F)c1)c1nc(-c2cccc(C(=O)O)c2)cs1 (stereo not drawn)
    -3%, /, /, /, -9%, 40, /
OCCCNc1nccc(-c2cc(Nc3cccc(Cl)c3)ncn2)n1
    0%, 4%, 2%, 35%, 64%[activator], -98*, 2.8µM*
COC(=O)c1c(-c2cccc(OC)c2)csc1N
    -17%, -2%, -12%, -27%, -17%, 1, -16%
COCCCNc1nc2ccccc2[nH]c1=O
    -5%, -2%, -8%, -22%, 13%, -8, 9%
CCOc1ccc(-n2cc(-c3ccccc3)c3c(NC4CCCC4)ncnc32)cc1
    4%, /, -2%, /, /, ?, /
C=Cc1ccc(COC(=O)c2cn(CC)c3nc(C)ccc3c2=O)cc1
    -2%, 0%, -2%, 12%, 0%, -12, -20%
COC(=O)CSc1nc2ncc(Cl)cc2[nH]1
    0%, -1%, -1%, -2%, 6%, 45, 2%

Nine neighbouring compounds already listed, for reference:
Second line of a record – Tb PYK inh, LmPK inh, AmpC inh detg, AmpC inh no detg, AMA1 RON2 block, HCMV inh, HCV inhibitor
COc1ccc(CC(=O)Nc2cc(S(=O)(=O)N3CCCCC3)ccc2N2CCN(C)CC2)cc1
    0%, -1%, -3%, 217%[activator], 6%, -39, -20%
CCOC(=O)c1sc(NC(=O)C2CC(=O)N(c3ccc(OC)cc3)C2)nc1C (stereo not drawn)
    3%, -4%, 2%, 95%[activator], 1%, 16, -13%
CC(=O)NC(c1ccc(F)c(F)c1)c1nc(-c2cccc(C(=O)O)c2)cs1 (stereo not drawn)
    -3%, /, /, /, -9%, 40, /
OCCCNc1nccc(-c2cc(Nc3cccc(Cl)c3)ncn2)n1
    0%, 4%, 2%, 35%, 64%[activator], -98*, 2.8µM*
COC(=O)c1c(-c2cccc(OC)c2)csc1N
    -17%, -2%, -12%, -27%, -17%, 1, -16%
COCCCNc1nc2ccccc2[nH]c1=O
    -5%, -2%, -8%, -22%, 13%, -8, 9%
CCOc1ccc(-n2cc(-c3ccccc3)c3c(NC4CCCC4)ncnc32)cc1
    4%, /, -2%, /, /, ?, /
C=Cc1ccc(COC(=O)c2cn(CC)c3nc(C)ccc3c2=O)cc1
    -2%, 0%, -2%, 12%, 0%, -12, -20%
COC(=O)CSc1nc2ncc(Cl)cc2[nH]1
    0%, -1%, -1%, -2%, 6%, 45, 2%

(listing goes on)
Second line of a record – Tb PYK inh, LmPK inh, AmpC inh detg, AmpC inh no detg, AMA1 RON2 block, HCMV inh, HCV inhibitor
Cc1ccc(NCN2C(=O)C3CC=C(Cl)CC3C2=O)cc1 (stereo not drawn)
    -15%, 6%, -2%, -10%, 0%, 30, 15%
Cc1cccc(Nc2nnc(SCc3cc(=O)n4cc(C)ccc4n3)s2)c1
    -2%, 4%, -2%, -36%, -9%[11.6 µM], -15, -4%
CN(C)C(=O)c1cc(C(=O)c2ccc(F)cc2Cl)c[nH]1
    6%, -2%, -6%, -17%, 15%, 8, 2%
CC(=O)C12C3C4C(C5C1C3C5(Br)C41OCCO1)C21OCCO1 (stereo not drawn)
    1%, /, 0%, -11%, -3%, 32, -5%
CC(NC(=O)C(=O)N1CCCCC1)C(c1cccs1)N1CCN(c2ccc(F)cc2)CC1 (stereo not drawn)
    -4%, 4%, -3%, 144%[activator], -5%, -35, -6%
CCc1cccc(-n2c(=O)c3cccnc3n2CC(=O)NCc2ccccc2Cl)c1
    -5%, /, -2%, /, /, 4, /
COc1cc(OC)c(C=CC(=O)c2ccccc2O)c(OC)c1
    -10%, /, /, /, ?, -64*, ?
CN1CCN(C2CN(Cc3cn(Cc4ccc(C(F)(F)F)cc4)nn3)S(=O)(=O)C2)CC1 (stereo not drawn)
    4%, /, /, /, 13%, -17, /
O=C(Nc1cc(C(F)(F)F)ccc1F)C1Cc2c(-c3ccccc3Oc3ccccc3)ccnc2O1 (stereo not drawn)
    -13%, /, /, /, 9%, -27, /
CC(C)c1nnc(NC(=O)CCC(=O)NCc2ccc(F)cc2)s1
    33%, 0%, 3%, -11%, 14%, 24, -3%
CC1(C)CC(=O)C2=C(C1)N1C(=C(C#N)C2c2ccccc2Cl)N=C(N)c2ccccc21 (stereo not drawn)
    2%, -2%, -4%, -43%, -15%, 7, ?
O=C(COC(=O)c1cccc2ccccc12)NCC1CCCO1 (stereo not drawn)
    -1%, -3%, -3%, -1%, -18%, ?, 13%
Cc1ccc(-n2ncc3c(Nc4ccc(Oc5ccccc5)cc4)ncnc32)cc1
    1%, /, -2%, /, /, -15, /
N#Cc1c(N)nc2c(c1-c1ccccc1)CCC2
    -14%, -2%, 6%, -26%, -9%, 13, ?
O=C(Nc1ccc(-c2cc3ccccc3oc2=O)c(Cl)c1)c1cccnc1
    14%, 2%, 6%, 0%, -16%, -40, 16%
O=C(C[C@H]1C[C@H](C(=O)N2CCCCC2)[C@@]2(CCc3ccccc3)c3[nH]c4cc(-c5ccco5)ccc4c3CCN2C1=O)NCc1ccco1
    0%, /, /, 31%, -27%, -17, 4%
O=C(O)C1C2C=CC(C2)C1C(=O)OC1CC2CCC1C2 (stereo not drawn)
    0%, 4%, ?, -10%, 8%, -32, 5%
CCc1ccc(N2CSC3=C(C#N)C(c4cccs4)CC(=O)N3C2)cc1 (stereo not drawn)
    ?, -11%, ?, -50%, 54%[activator], /, ?
CCCN(CC(=O)Nc1ccccc1OC)C(=O)CSc1ccc(Br)cc1C
    -10%, /, ?, -1%, 91%[activator], 3, 10µM*
CC(C)NC(=O)CSc1ccccc1C(=O)N1CCN(S(=O)(=O)/C=C/c2ccccc2)CC1
    2%, /, 0%, 99%[activator], -11%, 0, -4%
CCCC(C(=O)NC1CCCC1)N(Cc1ccc(OC)cc1)C(=O)c1snc(C(N)=O)c1N (stereo not drawn)
    -8%, -2%, 3%, 2%, 12%, -8, ?
CCCC[C@@H]1CNC(=O)C(=O)N1CC(C)(C)C
    -5%, -4%, -7%, -10%, -4%, 10, 18%
CC[C@]12c3[nH]c4cc(CCC(=O)N(C)C)ccc4c3CCN1C(=O)[C@@H](CC(=O)NCCC1=CCCCC1)C[C@@H]2C(=O)N1CCN(C(=O)C2CC2)CC1
    6%, /, /, 241%[activator], -2%, 49, 7%
CCOC(=O)c1cnc(COc2ccccc2Cl)[nH]c1=O
    5%, -2%, -6%, -19%, -3%, 31, -2%
O=C(NCc1cccnc1)C1CCN(S(=O)(=O)c2cccc(C(F)(F)F)c2)CC1
    3%, /, 2%, 5%, 3%, -4, 2%
Cc1ccc([N+](=O)[O-])cc1NCC(=O)NN
    2%, -8%, 1%, -27%, 26%, ?, 3%
O=C(COC(=O)c1cc(Cl)nc(Cl)c1)NCc1ccc2c(c1)OCO2
    2%, /, /, -18%, -1%, 0, -23%
Cc1ccc(C)c(N2CCN(C(=O)C3CCN(S(=O)(=O)c4cn(C)cn4)CC3)CC2)c1
    -4%, /, ?, /, /, -20, /
N/N=C/C(=N\Nc1ccc(Cl)cc1)C(=O)c1ccncc1
    -3%, 3%, -11%, -12%, -2%, -27, 22µM*
CC(=O)NC(CCS(C)(=O)=O)C(=O)Nc1ccc(C)c(F)c1 (stereo not drawn)
    -6%, -1%, 3%, -4%, 0%, 4, 27%
COc1ccc(CCNC(=O)c2ccc3c(c2)NC(=O)C(C(C)C)N3)cc1OC (stereo not drawn)
    3%, 6%, ?, -17%, -5%, 76, -17%
O=C(COc1ccc(Cl)cc1)NN=C1CCCCCCC1
    2%, -6%, -3%, -24%, 20%, 8, 14%
COc1ccc(NC(=O)Nc2cn(CC(C)C)c(=O)c3ccccc23)c(OC)c1
    1%, /, -8%, /, /, -104*, /
